Bioassay records deposited in PubChem BioAssay by The Scripps Research Institute Molecular Screening Center.
GPR151 activ – human GPR151 activation | activation, % at 11.2 µM | PathHunter beta-arrestin GPR151 cells, luminescence | AID 1508602 | hit rate 1% among 650,000; in the data active = activation above about 4.9%;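 also: 0% = median of compound wells and 100% = cells with positive control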
TEAD-YAP block – TEAD-YAP interaction inhibition. HEK-TIYL cells, TEAD-Gal4/YAP UAS-luciferase luminescence. hit rate 1.4% among 640,000. inhibition, % at 9.12 µM; in the data active = inhibition above about 32%;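 also: 0% = median of test compound wells and 100% = reference inhibitor wells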
FBW7 act – activators of human E3 ligase FBW7 | AlphaScreen FBW7–phospho-cyclin E peptide binding, activator screen | hit rate 0.13% among 650,000 | normalized activity (activation), % at 26.1 µM; in the data active = normalized activity above about 1.9%;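 also: purified mutant Fbw7 with reduced substrate affinity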
Target sequence (Q969H0 whole entry, looked up): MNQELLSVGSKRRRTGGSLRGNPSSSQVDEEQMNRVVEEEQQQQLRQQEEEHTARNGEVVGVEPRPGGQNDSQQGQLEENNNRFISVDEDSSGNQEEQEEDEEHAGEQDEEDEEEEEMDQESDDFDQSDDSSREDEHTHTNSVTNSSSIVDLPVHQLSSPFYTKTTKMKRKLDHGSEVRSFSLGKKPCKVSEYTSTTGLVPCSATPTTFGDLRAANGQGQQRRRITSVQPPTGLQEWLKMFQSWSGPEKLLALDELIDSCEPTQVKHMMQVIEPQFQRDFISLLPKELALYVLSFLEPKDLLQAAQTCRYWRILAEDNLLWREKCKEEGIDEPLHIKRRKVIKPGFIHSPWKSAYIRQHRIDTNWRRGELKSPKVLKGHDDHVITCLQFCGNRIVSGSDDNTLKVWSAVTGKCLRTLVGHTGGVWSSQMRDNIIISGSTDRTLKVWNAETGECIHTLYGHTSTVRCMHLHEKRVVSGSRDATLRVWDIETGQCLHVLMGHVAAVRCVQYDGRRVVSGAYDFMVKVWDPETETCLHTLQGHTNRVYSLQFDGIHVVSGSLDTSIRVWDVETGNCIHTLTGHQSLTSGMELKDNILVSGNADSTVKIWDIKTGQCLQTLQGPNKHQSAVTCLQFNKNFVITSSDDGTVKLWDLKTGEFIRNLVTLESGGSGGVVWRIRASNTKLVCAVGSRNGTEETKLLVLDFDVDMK
MITF inh – blocks human microphthalmia-associated transcription factor | inhibition, % at 2.6 µM | AID 1259374 | hit rate 0.91% among 650,000 | AlphaScreen MITF homodimerization, bead proximity signal | O75030; in the data active = inhibition above about 50%;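 also: 0% = vehicle wells with protein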
* marks the source's active call; other numbers are inactive results. This is a random part of the collection (roughly 3.5% active in at least one column).

SMILES	GPR151 activ	TEAD-YAP block	FBW7 act	MITF inh
Cc1ccc(N2C(=O)CSC2=NC#N)cc1	-1.1	-59.8	-0.2	0.0
Cc1ccc(-n2c(-c3ccccc3)csc2=NC(=O)c2ccccc2)cc1	-1.3	-7.1	0.0	13.3
CC(=O)Nc1ccccc1NC(=O)c1ccccc1[N+](=O)[O-]	0.2	2.9	0.2	26.8
O=C(COC(=O)c1ccccc1F)NCc1ccco1	-0.3	7.4	-0.1	3.5
COc1ccc(S(=O)(=O)Nc2cccc([N+](=O)[O-])c2C)cc1Br	-0.2	0.9	-0.1	0.6
O=C(CCN1C(=O)/C(=C/c2ccccc2F)SC1=S)Nc1cccc(O)c1	0.9	3.5	0.0	6.2
O=C1c2cc3ccccc3cc2C(=O)N1c1cccc([N+](=O)[O-])c1	-0.1	1.8	0.1	5.1
CC(=O)c1c(C)[nH]c2ccc(O)cc12	-0.8	3.6	0.0	-5.7
COc1ccc(CNCC(=O)NC(c2ccccc2)c2ccccc2)cc1	0.3	8.4	0.0	38.4
COc1ccc(/C=C2\N=C(c3ccccc3Cl)OC2=O)c(OC)c1	3.5	0.9	-0.2	2.4
Cc1ccc(/C=N/N(C)c2cnc3ccccc3n2)o1	0.6	-59.7	0.6	-26.5
CCOC(=O)c1[nH]nc2c1C(=O)N(CC)C2=O	-1.0	6.3	0.0	-5.1
Cc1cccn2cc(-c3cccc(NC(=O)C(C)C)c3)nc12	1.6	-19.3	0.0	7.2
CSc1sccc1/C=N/NC(=O)c1cccc([N+](=O)[O-])c1	1.0	-9.3	0.0	3.2
CCOCCOC(=O)C1=C(C)NC2=C(C(=O)CC(c3ccc(Cl)cc3)C2)C1c1cccc([N+](=O)[O-])c1 (stereo not given)	0.2	12.4	0.1	0.8
CCOC(=O)C1=C(C)Nc2ncnn2C1c1cccc([N+](=O)[O-])c1 (stereo not given)	-1.0	6.5	0.7	11.8
O=C(Cn1cnc2ccccc2c1=O)NCCC(=O)NC1CCCCC1	-0.7	-5.1	-0.1	-3.7
COc1ccnc(N2CCC(N(Cc3cccnc3)C(C)=O)CC2)n1	-0.7	-2.3	0.8	35.7
COc1ccc(C(=O)NNC(=O)[C@@H](NC(=O)c2cc(OC)cc(OC)c2)C(C)C)cc1	-1.0	-1.9	0.0	2.4
COC(=O)CN1C(=S)N(c2ccc(OC)cc2)C(=O)/C1=C/c1cc(OC)ccc1OC	-0.8	0.9	0.1	13.9
CCOc1ccc(S(=O)(=O)Nc2ccc(C(F)(F)F)cc2)cc1	-0.2	5.5	0.2	11.3
O=C(CSCc1ccc([N+](=O)[O-])cc1)NCC1CCCO1 (stereo not given)	2.5	4.3	-0.2	-1.2
CC(C)(C)c1ccccc1OCC(=O)Nc1ccc(C(=O)OC2CCCCC2)cc1	0.4	-6.5	-0.1	2.8
COc1cc(OC)c(S(=O)(=O)N2c3ccccc3CC2C)cc1NC(C)=O (stereo not given)	-0.6	9.3	-0.1	4.3
COC(CNC(=O)c1ccc2c(c1)nc(C)n2-c1ccc(C(C)C)cc1)OC	0.9	-1.3	0.0	-11.1
CCOC(=O)c1c(NC(=O)c2ccnn2C)sc2c1CCCCC2	0.7	5.3	0.1	-0.3
OC(CNCC(c1ccco1)N1CCCC1)COc1ccccc1 (stereo not given)	-1.9	5.9	-0.3	53.7*
CC(C)(C)NC(=O)C1CCN(Cc2ccc(Cl)cc2)CC1	-0.9	1.2	0.2	28.2
Cc1ccc(C(C)C)c(OCC(=O)NNC(=O)Nc2ccc3c(c2)OCO3)c1	0.5	6.5	0.0	3.5
COc1cccc([C@@H]2C[C@H](C(=O)N3CCC4(CC3)OCCO4)N(C)S(=O)(=O)N2)c1	0.5	9.3	0.5	5.8

Next section, overlapping the part above by 2 compounds.
SMILES	GPR151 activ	TEAD-YAP block	FBW7 act	MITF inh
Cc1ccc(C(C)C)c(OCC(=O)NNC(=O)Nc2ccc3c(c2)OCO3)c1	0.5	6.5	0.0	3.5
COc1cccc([C@@H]2C[C@H](C(=O)N3CCC4(CC3)OCCO4)N(C)S(=O)(=O)N2)c1	0.5	9.3	0.5	5.8
O=C(CSc1ccc(F)cc1)Nc1ccc(Cl)cc1	-1.7	-63.0	-0.1	-2.3
CCCCCCCNC(=O)C1C2C=CC(C2)C1C(=O)O (stereo not given)	2.3	-1.8	0.0	5.4
CCn1c(O)c(C2=NCCC2)c2ccccc21	3.8	2.7	0.3	11.2
CC(C)N(C(=O)COc1ccc(Cl)cc1Cl)C(C)C	0.1	7.7	0.1	16.6
Cc1nc(SCC(=O)NCCc2ccccc2)c2c(C)c(C)sc2n1	0.6	0.5	0.0	-12.1
CC1=C(C(=O)Nc2ccccc2)C(c2ccc(C)cc2)NC(=O)N1 (stereo not given)	3.8	-8.9	0.0	5.1
CCCc1cc(C(=O)Nc2ccc(C(=O)OC)cc2)cs1	-0.8	-14.0	0.1	4.1
Cc1ccc(NC(=O)c2cc(S(=O)(=O)N3CCCCCC3)ccc2F)cc1Cl	6.2*	-11.7	-0.2	-6.6
CC(C(=O)N1CCCC1)N1C(=O)c2cccc3cccc1c23 (stereo not given)	3.4	-8.9	0.2	3.6
CN1CCN(C(c2ccc(F)cc2)c2nnnn2Cc2ccc(F)cc2)CC1 (stereo not given)	-1.6	-1.8	0.2	11.3
O=C(NCCO)C1CCCN(c2cccc3c2C(=O)N(C2CCCCCCC2)C3=O)C1 (stereo not given)	5.8*	-0.7	0.3	-2.2
Cc1cc(C)n2nc(Nc3ccccc3)cc2n1	2.0	-17.3	-0.1	-5.9
CC(=O)Nc1nnc(SCC(=O)NCc2ccc(C)cc2)s1	-0.1	8.7	0.1	11.7
CCC(C)(C)NC(=O)c1cc(OC)cc(OC)c1	-0.2	2.4	-0.3	-5.9
Oc1c(Br)cc(Br)c2cccnc12	0.3	8.0	-0.1	21.2
Cn1c(=O)[nH]c(=O)c2[nH]c(CN3CCN(c4ccc(F)cc4)CC3)nc21	0.6	3.1	-0.9	1.2
Cc1cnc(C)c(-c2ccc(F)c3c2OC(CNC(=O)c2ccoc2)C3)n1 (stereo not given)	1.4	3.1	-0.3	-3.2
Cc1c(-c2nc(C(N)=O)c3[nH]c(=O)n(Cc4ccccc4)c3n2)cnn1C	2.2	7.4	-0.1	11.9
O=C1CC(NCCc2ccccc2)C(=O)N1CCc1ccccc1 (stereo not given)	0.0	3.5	-0.1	-13.1
Oc1ccc(-c2cn3ccccc3n2)cc1O	-4.8	-30.7	0.0	9.4
COc1cccc(CN2CCN(Cc3ccc(C)cc3)C(CCO)C2)c1O (stereo not given)	0.0	2.1	-0.2	-1.0
COC(=O)CSc1[nH]c2cc(C)ccc2c1[N+](=O)[O-]	0.6	-9.0	-0.1	-5.1
Cc1ccc(NC(=O)c2ccoc2C)c([N+](=O)[O-])c1	-0.3	-1.7	-0.1	2.7
O=Cc1sc(Nc2ccccc2)nc1Cl	-1.1	27.5	0.4	12.9
CCOC(=O)c1cc(S(=O)(=O)NCC2CCCO2)cn1C (stereo not given)	-1.1	0.7	0.1	-7.9
Cc1ccc2nc(-c3ccc(NC(=O)CN4CCN(c5ccccn5)CC4)cc3)sc2c1	-0.8	0.5	-0.1	0.4
CCc1nonc1NC(=O)c1ccc(C)cc1	-2.6	-37.8	-0.1	0.5
COC(=O)c1ccc(CN2CCC(N(CC3CC3)C(=O)c3cccnc3)CC2)cc1	0.6	-1.2	0.0	8.5
C[C@]12C=CC(=O)C=C1CCC1C2[C@@H](O)C[C@@]2(C)C1CC[C@]2(O)C(=O)CO (stereo not given in full)	-0.4	-15.4	0.1	18.3
CCN(CCO)C(=O)c1sc2ncnc(NCc3cccc(OC)c3OC)c2c1C	1.8	1.3	0.8	10.2

Structures listed so far containing a furan ring, fused or not, in the order listed:
SMILES	GPR151 activ	TEAD-YAP block	FBW7 act	MITF inh
O=C(COC(=O)c1ccccc1F)NCc1ccco1	-0.3	7.4	-0.1	3.5
Cc1ccc(/C=N/N(C)c2cnc3ccccc3n2)o1	0.6	-59.7	0.6	-26.5
OC(CNCC(c1ccco1)N1CCCC1)COc1ccccc1 (stereo not given)	-1.9	5.9	-0.3	53.7*
Cc1cnc(C)c(-c2ccc(F)c3c2OC(CNC(=O)c2ccoc2)C3)n1 (stereo not given)	1.4	3.1	-0.3	-3.2
Cc1ccc(NC(=O)c2ccoc2C)c([N+](=O)[O-])c1	-0.3	-1.7	-0.1	2.7

(continued)
SMILES	GPR151 activ	TEAD-YAP block	FBW7 act	MITF inh
O=C(c1ccccc1Cl)N1CCN(c2ccc([N+](=O)[O-])c(NC3CC3)c2)CC1	1.3	9.2	-0.1	2.4
COc1ccc(C2=NN(C(=O)CCC(=O)O)C(c3ccc(C)cc3)C2)cc1OC (stereo not given)	0.1	6.9	0.0	-11.4
Cc1ccc(N(C(=O)COc2ccccc2[N+](=O)[O-])C2C=CS(=O)(=O)C2)cc1 (stereo not given)	-1.0	3.8	0.0	4.7
Cc1[nH]n(-c2cccc(Cl)c2)c(=O)c1/C=N/N(C)c1ccccc1	-0.8	-10.5	0.0	-1.7
COc1cc(C2NC(=O)NC3=C2C(=O)OC3)cc(OC)c1OC (stereo not given)	1.6	8.5	0.0	3.5
COc1ccc2cc(S(=O)(=O)c3ccccc3)c(=O)oc2c1	0.0	-5.3	-0.1	15.4
O=C(CSc1nnc(Nc2ccccc2)s1)NNC(=O)c1ccc(F)cc1	-4.6	6.1	0.1	-2.3
O=C(Nc1ccc(-c2nc3ccccc3o2)c(O)c1)c1ccc(Cl)c(Cl)c1	-0.3	-17.0	0.6	11.2
O=C(OCC#CCS(=O)(=O)c1ccccc1)c1ccc([N+](=O)[O-])cc1	1.8	-15.1	0.3	9.0
CCCCOc1cccc(C(=O)Nc2cccc(-c3nc4ncccc4o3)c2)c1	0.0	0.6	-0.1	-6.4
CC(=O)NCC(=O)OCC(=O)c1ccc(Cl)cc1	-0.7	-3.3	-0.3	-1.1
Cc1cc(Oc2cc(NC(=O)c3nc4nc(-c5ccccc5)cc(C(F)(F)F)n4n3)cc([N+](=O)[O-])c2)cc(C(C)C)c1	0.1	6.8	-0.1	10.1
CC(C)(C)NC(=O)c1ccc(Cl)c(Cl)c1	0.3	2.5	0.2	5.9
COc1ccc(OC)c(NC(=O)NCc2ccc(Cl)cc2)c1	0.2	-0.2	-0.1	-12.1
C/C(=N\NC(=O)COc1c(C)cccc1C)c1cc(O)ccc1O	0.6	20.5	0.0	3.3
Cc1ccc(OCCSc2nc3ccccc3n2CC(O)CO)cc1 (stereo not given)	-1.6	13.1	0.1	-3.7
O=C(Nc1cccc(C(F)(F)F)c1)C(=O)N1CCCCC1	0.7	-32.6	-0.1	-10.9
CCCNC(=O)C(=O)NCc1ccc(OC)cc1	-0.5	-9.3	-0.2	-2.6
O=C(N/N=C1/C(=O)c2cccc3cccc1c23)c1ccccc1F	1.1	-15.6	0.0	7.2
Cc1ccc(-n2nc3c(c2NC(=O)c2cccc(C(F)(F)F)c2)CS(=O)(=O)C3)c(C)c1	0.3	7.1	0.0	-1.9
CCc1ccc(-c2cn3ccc(C)cc3n2)cc1	-6.4	96.4*	0.7	4.7
CCCCC(C(=O)OCC(=O)c1ccc([N+](=O)[O-])cc1)N1C(=O)c2ccccc2C1=O (stereo not given)	0.4	14.3	-0.1	-3.5
O=C(CN1C(=O)c2ccccc2C1=O)Nc1nnc(C2CCCO2)s1 (stereo not given)	0.8	2.1	-0.4	2.0
CC1(C)NC(=O)N(CC(O)COc2cccc(OCC(O)CN3C(=O)NC(C)(C)C3=O)c2)C1=O (stereo not given)	0.6	-1.3	-0.4	17.7
O=C(CN1CCCCCC1)Nc1cc(C(F)(F)F)ccc1Cl	-1.3	13.2	0.8	8.1
Cc1ccccc1NC(=O)Cc1c(C(=O)O)[nH]c2ccccc12	0.6	-0.2	0.0	5.9
CCCn1nc([N+](=O)[O-])c(C(C#N)c2nc3ccccc3s2)c(Cl)c1=O (stereo not given)	-1.4	18.5	-0.6	24.4
COc1cc(S(=O)(=O)n2cnc(C)c2)ccc1Br	0.2	4.0	-0.1	-0.8
O=C(CSc1ncnc2c1nnn2-c1ccccc1)N1CCN(c2ccccc2)CC1	-0.1	4.6	-0.1	-4.4
COc1ccc(NC(=O)c2sc3nc4n(c(=O)c3c2C)CCCC4)c(OC)c1	-0.4	2.7	0.3	8.7

Brought forward from above: three compounds; new compounds follow.
SMILES	GPR151 activ	TEAD-YAP block	FBW7 act	MITF inh
COc1cc(S(=O)(=O)n2cnc(C)c2)ccc1Br	0.2	4.0	-0.1	-0.8
O=C(CSc1ncnc2c1nnn2-c1ccccc1)N1CCN(c2ccccc2)CC1	-0.1	4.6	-0.1	-4.4
COc1ccc(NC(=O)c2sc3nc4n(c(=O)c3c2C)CCCC4)c(OC)c1	-0.4	2.7	0.3	8.7
C/C(=N\NC(=O)CCC(=O)Nc1ccccc1)c1ccc(Cl)cc1	-1.1	6.5	0.1	-4.9
O=C(NCCCN1CCN(c2cccc(Cl)c2)CC1)c1ccc2c(=O)n(Cc3ccc(Cl)cc3)c(=S)[nH]c2c1	-0.6	7.6	0.0	-4.2
CN1CCN(c2nnc(-c3ccc(Cl)cc3)c3ccccc23)CC1	-1.6	3.2	0.1	2.0
CCOc1ccc(NC(=O)N(CC(C)C)CC(C)C)cc1	-1.6	-10.1	0.4	12.9
COc1ccc(CC(=O)NC2CCN(CC(=O)Nc3cccc(C)c3C)CC2)cc1OC	0.0	6.0	-0.2	1.9
COc1cc2c(cc1OC)C(C(=O)NCCC(C)C)C1c3ccccc3CCN1C2=O (stereo not given)	-0.8	0.2	-0.1	1.8
